Screening data: PubChem BioAssay, NCI
All columns: NCI-60 one-dose screen, growth in % after 48 h at 10 µM unless noted; 100 = growth as untreated, 0 = no growth, -100 = all killed.
MDA-MB-468: MDA-MB-468 breast cancer; 8.5% of 78,000 active; AID 2202374
BT-549: BT-549 breast cancer; 4.4% of 78,000 active
K-562: K-562 leukemia; 7.4% of 78,000 active; AID 1794777
T-47D: T-47D breast cancer | 5% of 79,000 active | AID 1794792
MCF7: MCF7 breast cancer. 6.3% of 82,000 active. AID 1794796
MOLT-4: MOLT-4 leukemia cells; 6.9% of 80,000 active
MDA-MB-231: MDA-MB-231 breast cancer; 5% of 81,000 active
SR: SR leukemia cells; 8.7% of 73,000 active; AID 1794780
* marks the source's active call; other numbers are inactive results; · = no result given; & = joins results of further samples; ! = not confirmed by another sample. Rule for the calls: active = growth percent below 10; inactive = the rest.

SMILES	MDA-MB-468	BT-549	K-562	T-47D	MCF7	MOLT-4	MDA-MB-231	SR
O=Cc1cccc(OCc2cn(CC(=O)Nc3nc4ccccc4s3)nn2)c1	109.1	101.9	98.5	104.0	95.2	98.0	95.3	110.7
CCCCC(=O)N1C(C)CCC1C (stereo not drawn)	105.7	132.2	123.6	97.3	85.3	108.2	111.1	105.2
Nc1nc(N)c2cc(S(=O)(=O)c3cccc(C(F)(F)F)c3)ccc2n1	38.9	76.8	17.7	74.1	43.1	37.3	67.9	·
O=c1nc2s/c(=C\c3cccc(F)c3)c(=O)n2c2nc(-c3ccccc3)c(-c3ccccc3)nc12	·	100.9	99.1	97.7	101.1	106.6	100.2	97.9
O=[N+]([O-])c1ccc(Br)o1	104.8	97.0	105.6	91.3	95.7	105.7	106.9	107.9
CCOC(=O)c1cnn(CC(O)c2ccc(F)cc2)c1NC(=O)Nc1ccccc1F (stereo not drawn)	85.8	80.1	97.5	·	93.1	91.8	91.2	104.9
CCOC(=O)c1c[nH]c2ccccc2c1=O	113.9	101.2	116.3	94.3	97.3	94.9	104.5	105.2
Cc1nnc(N2CCN(c3ccccc3F)CC2)c2ccccc12	84.7	·	110.3	82.3	86.5	102.1	120.6	95.1
COc1cc2cc(Oc3ccc(NC(=O)c4ccc(Cl)c(Cl)c4)cc3)c(C)nc2cc1OC	44.1	47.9	31.7	89.9	58.5	35.2	69.1	59.5
CC1=C(C)C(=O)C(C(C2=C(C)C(=O)C(C)=C(C)C2=O)c2ccccc2)=C(C)C1=O	·	95.6	56.3	83.7	112.3	44.6	74.3	78.8
Cl[C@@H]1CCO[C@H](c2ccco2)C1	101.4	98.7	101.3	99.6	96.1	103.2	96.4	100.7
CCCCCCCCC(C)(O)CC (stereo not drawn)	100.6	116.2	90.2	89.9	108.0	96.6	105.2	92.2
C[C@]12C=CC(=O)C=C1CCC1C2[C@@H](O)C[C@@]2(C)C1CC[C@]2(O)C(=O)COC(=O)CCC(=O)O (stereo partly drawn)	114.8	89.7	104.3	110.7	96.5	100.4	94.7	98.0
O=C(O)c1ccc2c(c1Cl)C(=O)c1ccccc1C2=O	88.9	115.9	73.7	100.7	94.0	78.1	111.9	70.7
O=C1/C(=C\c2ccc(Cl)cc2)SC(=S)N1Cc1nc2ccccc2[nH]1	105.8	95.2	78.1	86.0	93.2	82.1	73.5	74.6
N#Cc1c2c(nn(-c3ccccc3)c1=O)C(O)=C([N+](=O)[O-])C(c1ccccc1)C2 (stereo not drawn)	64.1	91.9	41.0	35.1	24.4	67.5	71.1	·
Cc1ccc(-c2nc3nc(-c4ccccc4)nc(N4CCCN(S(=O)(=O)c5ccccc5)CC4)c3o2)cc1	98.3	114.4	88.0	86.9	86.4	99.9	83.1	86.6
COc1cc2oc(-c3cccc(NC(=O)c4ccc5c(c4)OCO5)c3)cc(=O)c2c(OC)c1OC	75.5	41.4	17.4	26.3	43.6	2.9*	64.3	11.5
CC(=O)n1ncc2ccc([N+](=O)[O-])cc21	99.9	108.1	105.4	91.9	114.3	99.4	103.0	105.9
OCCc1c[nH]c2ccccc12	87.6	96.6	100.3	100.3	94.1	94.0	100.0	96.3
CCCCC/C(=C\c1ccccc1)C1OCC(C)(C)CO1	112.6	93.2	94.5	75.0	92.5	99.6	110.5	102.2
CCOC(SCC)C(Nc1ccc([N+](=O)[O-])cc1[N+](=O)[O-])C(OC(C)=O)C(OC(C)=O)C(COC(C)=O)OC(C)=O (stereo not drawn)	97.4	·	103.4	95.3	107.3	98.8	78.2	100.1
CSc1nc(=O)n(CCC#N)nc1SC	71.9	105.7	108.5	97.1	98.4	100.9	99.9	112.7
CCOC(=O)C(=Cc1ccccc1F)C(=O)OCC	76.7	87.4	·	67.4	58.6	·	93.3	·
CCOC(=O)C(C(=O)OCC)(c1ccccc1)c1ccccc1	104.4	·	116.0	103.7	102.9	·	108.0	·
CC(C)[C@H](N)C(=O)OCCOCn1cnc2c(=O)[nH]c(N)nc21	117.6	110.0	98.6	104.7	103.0	113.3	103.8	113.9
O=C(Nc1ccc2c(O)c(N=Nc3ccc(N=Nc4ccc(S(=O)(=O)O)cc4)cc3)c(S(=O)(=O)O)cc2c1)c1ccccc1	89.5	97.6	123.7	104.6	79.9	89.0	102.1	·
Cc1nn(-c2ccc(Cl)cc2)c(=O)n1CCn1c(C)nc2ccccc21	117.4	102.0	87.8	87.9	90.6	102.6	·	100.5
CC1CCCc2sc3nc(NNC(=O)c4cnccn4)n(-c4ccccc4)c(=O)c3c21 (stereo not drawn)	-42.9*	12.8	13.4&14.2	3.3*!	0.7*	5.4*!	25.5&28.9	1.6*!
O=C1C(S(=O)(=O)O)=CC(=Nc2ccc(O)cc2)c2ccccc21	102.6	99.9	102.8	96.5	94.9	106.3	90.8	123.6
O=c1[nH]c2ccc(Cl)cc2c2ccccc12	68.1	100.0	110.1	10.4	93.1	118.9	78.2	75.4
NS(=O)(=O)Oc1ccc2c(ccn2C(=O)C23CC4CC(CC(C4)C2)C3)c1	90.8	104.8	101.3	112.0	119.9	100.8	101.8	111.1
C=CCC(OC(C)=O)c1ccc(OC)c(OC)c1 (stereo not drawn)	125.4	116.5	116.2	111.9	·	-29.0*	128.2	35.3
CCCCOC(=O)C12CCCCC1O2 (stereo not drawn)	99.5	107.7	97.7	101.0	102.5	102.5	103.3	107.2
COC1CC(OC(=O)c2ccc([N+](=O)[O-])cc2)C(COC(=O)c2ccc([N+](=O)[O-])cc2)O1 (stereo not drawn)	93.6	115.9	106.6	103.9	91.5	103.0	104.7	85.9
CCOc1ccc(NC(Cc2ccccc2)c2ccc(OC)cc2)cc1 (stereo not drawn)	99.1	101.8	97.0	72.9	93.0	88.2	96.0	99.7
O=C(NNC(=O)c1ccncc1)C1=CN=C2Sc3cc(F)ccc3N2[C@H]1c1ccccn1	77.5	88.3	·	81.4	84.7	113.3	88.9	119.5
C=C(N)N[C@@H](CCC(=O)O)C(=O)O	109.5	106.4	113.5	100.6	106.2	103.3	92.1	112.2
Clc1ccccc1Cc1cn2cc(-c3ccccc3)nc2s1	83.2	96.0	36.1	63.3	55.5	79.3	55.4	35.4
C=C(C)[C@H]1CC2=C(C(=O)OC)C=C(O2)[C@H]2O[C@]2(C)C[C@H]2C=C(CC1=O)C(=O)O2	111.1	100.7	93.2	95.0	90.6	97.6	95.8	95.3
CC(Sc1nc2sc3c(c2c(=O)n1-c1ccc(Cl)cc1)CCCC3)C(=O)Nc1nc(-c2cccc([N+](=O)[O-])c2)cs1 (stereo not drawn)	103.9	104.9	99.5	92.0	89.6	100.3	92.7	97.1
CCCCCCCC/C=C/CCCCCCCCC1=NCCN1CCO	·	83.1	-11.8*	79.7	71.2	34.3	68.3	-8.9*
CC(SC(C)C(=O)N/N=C/c1ccc(F)cc1)C(=O)N/N=C\c1ccc(F)cc1 (stereo not drawn)	98.8	100.7	90.9	101.6	104.2	92.4	95.4	68.1
Cc1nc2ccccc2c(/C=C/c2ccc(F)cc2)c1C(N)=O	107.4	97.4	95.8	90.8	69.7	111.4	92.0	·
CC[C@]12C=CCN3CC[C@@]4(c5cc(C#Cc6cccc(Nc7ncnc8cc(OCCOC)c(OCCOC)cc78)c6)c(OC)cc5N(C)[C@H]4[C@@](O)(C(=O)OC)[C@@H]1OC(C)=O)[C@@H]32	19.7	23.9	60.8	69.8	42.4	42.9	90.2	56.7
CC1=C(C)Cc2c(OC(=O)c3ccccc3)ccc(OC(=O)c3ccccc3)c2C1	94.0	110.0	115.7	97.5	87.1	110.3	93.4	91.7
COc1ccc(-c2nc(C#N)c(N3CCC(S(=O)(=O)N4CCCCC4)CC3)o2)cc1	87.4	111.5	90.9	92.4	98.1	102.5	98.8	89.9
CC(=O)O[C@H]1[C@@H]2OC(=O)C(CSc3ccccc3)[C@@H]2C[C@H]2O[C@]2(C)CC/C=C(\C)CCC[C@@H]1C (stereo partly drawn)	-10.0*	·	63.1	38.3	10.6	22.7	14.9	58.2
O=C1CN(Cc2ccncc2)C(=O)[C@@H](Cc2c[nH]c3ccccc23)N1	96.9	94.4	89.3	87.9	96.2	98.4	96.5	86.7
Cn1c(-c2ccccc2)cs/c1=N\S(=O)(=O)c1ccc(NNc2c3ccccc3nc3ccccc23)cc1	86.4	99.8	83.6	81.9	86.9	75.3	83.8	81.4

Further compounds
SMILES	MDA-MB-468	BT-549	K-562	T-47D	MCF7	MOLT-4	MDA-MB-231	SR
Clc1cc(Cl)c(Cl)c(-c2nc(-c3cccnc3)cs2)c1	·	98.3	12.0	-7.3*	63.6	56.9	74.0	9.8*
O=S1(=O)CS(=O)(=O)OCCCCCO1	111.3	110.5	98.2	·	103.1	112.5	·	·
N#CC1=C(c2ccccc2)Nc2c(c(-c3ccccc3)nn2-c2ccccc2)C12C(=O)N(Cc1ccccc1)c1ccccc12 (stereo not drawn)	99.9	128.0	88.1	97.6	94.2	99.3	92.1	87.9
FC(F)(F)c1ccc(-c2nc(-c3nc4ccc(Cl)cc4[nH]3)cc3c2[nH]c2ccccc23)cc1	64.5	92.6	48.0	60.3	63.3	51.3	55.3	62.7
COc1cc(-c2ccc(NS(=O)(=O)c3ccccc3)c(OC)c2)ccc1NS(=O)(=O)c1ccccc1	98.1	96.2	80.9	86.0	97.7	90.7	89.1	100.6
Cn1c(=O)cc(N2CCC[C@@H](N)C2)n(Cc2cc(F)ccc2C#N)c1=O	112.8	95.4	91.6	93.1	96.7	100.8	97.7	·
O=C(O)c1nn(-c2ccccc2)nc1N1CCCC1	108.9	·	100.5	93.6	95.5	95.9	101.2	·
O=[N+]([O-])c1cnc(-c2ccc(F)cc2)n1CCO	78.0	109.7	96.1	107.1	92.4	98.1	102.1	66.4

11 successive entries already listed, for reference:
SMILES	MDA-MB-468	BT-549	K-562	T-47D	MCF7	MOLT-4	MDA-MB-231	SR
CC(=O)O[C@H]1[C@@H]2OC(=O)C(CSc3ccccc3)[C@@H]2C[C@H]2O[C@]2(C)CC/C=C(\C)CCC[C@@H]1C (stereo partly drawn)	-10.0*	·	63.1	38.3	10.6	22.7	14.9	58.2
O=C1CN(Cc2ccncc2)C(=O)[C@@H](Cc2c[nH]c3ccccc23)N1	96.9	94.4	89.3	87.9	96.2	98.4	96.5	86.7
Cn1c(-c2ccccc2)cs/c1=N\S(=O)(=O)c1ccc(NNc2c3ccccc3nc3ccccc23)cc1	86.4	99.8	83.6	81.9	86.9	75.3	83.8	81.4
Clc1cc(Cl)c(Cl)c(-c2nc(-c3cccnc3)cs2)c1	·	98.3	12.0	-7.3*	63.6	56.9	74.0	9.8*
O=S1(=O)CS(=O)(=O)OCCCCCO1	111.3	110.5	98.2	·	103.1	112.5	·	·
N#CC1=C(c2ccccc2)Nc2c(c(-c3ccccc3)nn2-c2ccccc2)C12C(=O)N(Cc1ccccc1)c1ccccc12 (stereo not drawn)	99.9	128.0	88.1	97.6	94.2	99.3	92.1	87.9
FC(F)(F)c1ccc(-c2nc(-c3nc4ccc(Cl)cc4[nH]3)cc3c2[nH]c2ccccc23)cc1	64.5	92.6	48.0	60.3	63.3	51.3	55.3	62.7
COc1cc(-c2ccc(NS(=O)(=O)c3ccccc3)c(OC)c2)ccc1NS(=O)(=O)c1ccccc1	98.1	96.2	80.9	86.0	97.7	90.7	89.1	100.6
Cn1c(=O)cc(N2CCC[C@@H](N)C2)n(Cc2cc(F)ccc2C#N)c1=O	112.8	95.4	91.6	93.1	96.7	100.8	97.7	·
O=C(O)c1nn(-c2ccccc2)nc1N1CCCC1	108.9	·	100.5	93.6	95.5	95.9	101.2	·
O=[N+]([O-])c1cnc(-c2ccc(F)cc2)n1CCO	78.0	109.7	96.1	107.1	92.4	98.1	102.1	66.4
